GRIN3A LBD mod: modulates the human NR3A ligand-binding domain. NR3A LBD differential scanning fluorimetry, Tm shift; 0% = protein alone, 100% = glycine-bound protein. 340,000 tested, 2.5% active. Tm shift relative to glycine control, % at 25 µM. AID 1259313;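 active = melting temperature shift of at least 10% of the positive control shift, at one fixed dose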
mIAP activ: mouse IAP activation. AID 2805. activation factor at 10 µM. muIAP, CDP-Star luminescence, 30 min; stronger effect = higher value; 1 = vehicle-only enzyme signal, 0 = enzyme-free wells. 330,000 tested, 0.24% active;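 active = activation factor of at least 2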; note: the source names both 10 and 20 µM as test concentration; values of inactives mirror those of a sister screen read the other way
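Assay system: mouse IAP enzyme; reagent: chemiluminescent substrate CDP-Star; dosing: test compounds delivered from DMSO solution; schedule: 30 min at room temperature; measured by: luminescence from enzymatic CDP-Star hydrolysis; controls: DMSO-only wells and no-enzyme negative control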
APOBEC3G inh: APOBEC3G (human) deaminase inhibition. recombinant A3G, ssDNA deamination FAM/TAMRA fluorescence. inhibition, % at 20 µM. 330,000 tested, 0.28% active. AID 493012;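 active = inhibition of at least 40% at 20 µM, with no more than 30% in the related APOBEC3A deaminase screen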;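 note: plate controls were DMSO wells with A3G for no effect and wells lacking A3G enzyme for full effect; some compounds called inactive have numbers as strong as hits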
Target sequence (Q9HC16 whole entry, looked up): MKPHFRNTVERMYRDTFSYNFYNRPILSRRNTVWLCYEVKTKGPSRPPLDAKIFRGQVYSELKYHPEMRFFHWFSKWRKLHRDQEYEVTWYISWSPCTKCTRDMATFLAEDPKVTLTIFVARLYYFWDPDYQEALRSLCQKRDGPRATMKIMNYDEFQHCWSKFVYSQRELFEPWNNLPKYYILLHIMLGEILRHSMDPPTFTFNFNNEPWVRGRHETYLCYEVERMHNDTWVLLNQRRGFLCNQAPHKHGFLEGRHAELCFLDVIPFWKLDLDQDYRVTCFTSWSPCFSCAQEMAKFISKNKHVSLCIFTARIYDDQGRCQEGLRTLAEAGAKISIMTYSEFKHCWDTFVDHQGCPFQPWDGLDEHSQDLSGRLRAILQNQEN
hIAP act: increases human intestinal alkaline phosphatase activity; P09923; purified human IAP, CDP-Star luminescence, 30 min; stronger effect = higher value; 1 = vehicle-only enzyme, 0 = enzyme-free background; activation factor at 10 µM; 330,000 tested, 0.16% active;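 active = activation factor of the enzyme at least 2-fold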; note: the source names both 10 and 20 µM as test concentration; values of inactives mirror those of a sister screen read the other way
Target sequence (P09923 whole entry, looked up): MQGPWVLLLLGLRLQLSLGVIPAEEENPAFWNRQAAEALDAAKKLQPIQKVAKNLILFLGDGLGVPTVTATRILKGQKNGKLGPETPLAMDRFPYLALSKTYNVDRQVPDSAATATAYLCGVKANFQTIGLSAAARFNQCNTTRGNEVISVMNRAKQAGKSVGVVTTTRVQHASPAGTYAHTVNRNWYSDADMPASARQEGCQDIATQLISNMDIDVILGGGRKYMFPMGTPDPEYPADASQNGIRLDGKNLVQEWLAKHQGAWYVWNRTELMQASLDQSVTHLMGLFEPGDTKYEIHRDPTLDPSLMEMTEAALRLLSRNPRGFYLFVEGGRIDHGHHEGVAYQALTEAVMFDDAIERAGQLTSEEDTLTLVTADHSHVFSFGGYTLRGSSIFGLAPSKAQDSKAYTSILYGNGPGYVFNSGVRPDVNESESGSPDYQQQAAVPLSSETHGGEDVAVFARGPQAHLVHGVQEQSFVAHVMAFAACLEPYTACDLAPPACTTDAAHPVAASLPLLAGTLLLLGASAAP
MIN6 prolif: induces beta-cell replication in MIN6 cells; proliferation, % at 10 µM; 330,000 tested, 0.29% active; MIN6 cells proliferation, ATPlite luminescence, 48 h; cells starved in 0.2% serum; 100% = growth in 10% serum;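 active = compounds whose signal lies at least 3.5 SD above the mean of all wells on their plate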;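 note: 0% = DMSO-treated cells in low-serum medium and 100% = 10% serum control; some compounds called inactive have numbers as strong as hits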
hIAP inh: blocks human intestinal alkaline phosphatase. purified IAP, CDP-Star luminescence, 30 min. inhibition, % at 10 µM. 330,000 tested, 0.12% active;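 active = inhibition reaching a set limit with compound at 10 µM in the primary screen, cut at about 35% in these data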;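 note: plate controls were DMSO wells with enzyme for no effect and no-enzyme buffer wells for full effect; values of inactives mirror those of a sister screen read the other way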
APOBEC3A inh: inhibitors of human APOBEC3A DNA deaminase; 330,000 tested, 0.41% active; P31941; inhibition, % at 20 µM; recombinant A3A, FAM/TAMRA ssDNA deamination fluorescence;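 active = at least 40% inhibition at 20 µM here, with at most 30% in a related deaminase screen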;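 note: plate controls were A3A with DMSO for no effect and wells lacking A3A enzyme for full effect; some results filed as inactive read as strong as hits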
Target sequence (P31941 whole entry, looked up): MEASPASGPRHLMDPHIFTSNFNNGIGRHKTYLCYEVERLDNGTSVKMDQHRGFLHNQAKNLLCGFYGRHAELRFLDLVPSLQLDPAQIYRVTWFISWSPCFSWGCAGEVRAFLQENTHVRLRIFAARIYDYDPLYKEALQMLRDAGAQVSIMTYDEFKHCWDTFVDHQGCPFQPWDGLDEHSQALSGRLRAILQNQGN
mIAP block: mouse IAP inhibition; inhibition, % at 10 µM; purified mouse IAP, CDP-Star luminescence, 30 min; 330,000 tested, 0.2% active; AID 2806;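 active = inhibition of at least 40% at 10 µM in the primary screen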;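 note: plate controls were DMSO with enzyme for no effect and no enzyme wells for full effect; values of inactives mirror those of a sister screen read the other way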
MPTP block: blocks calcium-induced mitochondrial swelling. isolated mouse mitochondria, Ca2+ swelling absorbance, 30 min. inhibition, % at 10 µM. 360,000 tested, 1.4% active. AID 602449;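 active = inhibition of 50% or more, scaled per plate between neutral and stimulator controls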;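 note: 0% = DMSO wells given calcium and 100% = 1 mM EGTA wells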
* hit, by the source's call; & = joins results of further samples.

SMILES | GRIN3A LBD mod | mIAP activ | APOBEC3G inh | hIAP act | MIN6 prolif | hIAP inh | APOBEC3A inh | mIAP block | MPTP block
CSCC[C@H](NC(=O)N1CCn2c1nc1ccccc12)C(=O)NCc1ccc(F)cc1 | 4 | 1.1 | -1 | 1.5 | -3 | -52 | -5 | -9 | -0.8
C1=CC2CC1CC2CNCc1ccco1 (stereo unspecified) | -2 | 1 | -4 | 0.91 | 1 | 9 | 4 | -4 | -3.0
CN(CC(=O)Nc1c(Cl)cccc1Cl)C(=O)c1ccccc1-c1nc2ccccc2s1 | -1 | 0.94 | -7 | 0.9 | 13* | 10 | -5 | 6 | -1.7
COc1ccc(C2CC(=O)C=C(NCC3CCCO3)C2)cc1 (stereo unspecified) | -2 | 0.9 | -2 | 0.96 | 0 | 4 | 0 | 10 | 2.5
COC(=O)CN1C(=O)[C@H]2[C@@H](C3CC3)N3C(=O)CN(Cc4ccc(-c5ccccc5)cc4)C(=O)[C@@]3(Cc3ccccc3)[C@H]2C1=O | -1 | 0.97 | -10 | 0.82 | -4 | 18 | -2 | 3 | 0.3
COc1ccc(OC)c(/C(C)=N\NC(=O)c2cc3cc(Cl)ccc3n2C)c1 | -3 | 1 | -4 | 1.2 | -3 | -22 | 3 | -4 | 1.6
Cc1ccc(C(=O)NCCc2cccs2)cc1 | 3 | 0.9 | -8 | 1 | -5 | -2 | -1 | 10 | -1.5
Cc1ccc(C)c(NC(=S)c2ccccn2)c1 | 3 | 1.1 | 2 | 1.3 | -3 | -33 | 1 | -6 | -0.5
CCN1CCc2c(OCC(=O)N3N=C(c4cccs4)CC3c3ccc(F)cc3)cccc2C1=O (stereo unspecified) | -1 | 1.1 | -1 | 1 | -3 | -2 | 1 | -7 | 0.9
CC(OC(=O)c1cc(Br)ccc1O)C(=O)NCc1ccc2c(c1)OCO2 (stereo unspecified) | 2 | 1.1 | -3 | 0.99 | 0 | 0 | 1 | -10 | 0.6
CCCCCCc1cc2cc(S(=O)(=O)c3ccc(Cl)cc3)c(=O)oc2cc1O | 106* | 0.93 | -9 | 1.2 | -8 | -20 | -4 | 8 | 101*
Cn1ncc2c(NNC(=O)Cc3cccc4ccccc34)ncnc21 | -8 | 0.95 | -8 | 2 | -2 | -96 | -4 | 5 | 1.2
O=C(CC12CC3CC(CC(C3)C1)C2)NC(=S)NCc1ccco1 | 0 | 1.2 | -4 | 0.97 | -6 | 3 | 0 | -16 | -0.7
Cc1cc(NC(=O)c2c(F)cccc2Cl)no1 | -2 | 0.95 | -8 | 0.87 | 7 | 13 | -3 | 4 | 0.1
O=C(CCc1ccccc1)NNC(=O)c1ccncc1 | -1 | 0.99 | -9 | 1 | -1 | -4 | -7 | 1 | -0.4
NC(=O)c1sc2nc3c(c(-c4ccccc4)c2c1N)CCC3 | -3 | 1 | -6 | 1.3 | 6 | -26 | -3 | -2 | 1.4
CC1CCN(C(=O)CSc2nnc(CNC(=O)c3c(F)cccc3F)o2)CC1 | 6 | 1 | -6 | 1.2 | -2 | -18 | -3 | -3 | -1.1
Cc1cc(CNC(=S)Nc2cccc(Cl)c2Cl)nn1C | -1 | 1.1 | -12 | 0.97 | 1 | 3 | -2 | -15 | -0.3
CC(C)Nc1nnc(SCC(=O)Nc2ccc(F)cc2)s1 | 0 | 0.99 | -5 | 0.76 | -3 | 24 | -1 | 1 | -0.3
O=C(c1ccncc1)N(Cc1cc2ccccc2[nH]c1=O)C1CCCCC1 | -4 | 1 | -4 | 1.1 | -5 | -8 | 0 | -3 | -0.9
COC(=O)N1c2ccccc2CCc2ccccc21 | -5 | 1 | -9 | 1.1 | -2 | -10 | 1 | -4 | -0.1
CC(OC(=O)c1snc(C(=O)NC2CCCCC2)c1N)C(=O)NC1CCCCC1 (stereo unspecified) | -2 | 0.95 | -5 | 0.92 | 1 | 8 | -2 | 5 | 4.1
Cc1ccc(S(=O)(=O)N2[C@@H](c3ccccc3F)C(C(=O)O)=CC[C@H]2c2cccs2)cc1 | 1 | 1 | -12 | 1.2 | -4 | -19 | -1 | -3 | 1.7
CC(C)c1nnc(SCc2ccc(CSc3nnc(C(C)C)n3N)cc2)n1N | -2 | 1.1 | -6 | 0.74 | -2 | 26 | -3 | -13 | -0.8
CC1CCCCC1NC(=O)C1Cc2ccccc2CN1S(C)(=O)=O (stereo unspecified) | 0 | 1 | -7 | 0.94 | 0 | 6 | -1 | -4 | 1.8
COc1ccc(NC(=O)O/N=C/c2ccccc2)cc1 | -1 | 1 | -3 | 1.1 | -4 | -11 | -6 | -5 | 0.0
NC(=O)OCC(COC(N)=O)c1ccccc1 | 1&-1 | 1.1 | -6&-5 | 0.98 | -1 | 2 | -3&-3 | -4 | -0.8&-0.8
COc1ccc(/C=C/C(=O)NC(=S)NN2CCCCC2c2cccnc2)cc1OC (stereo unspecified) | -1 | 0.98 | -4 | 0.93 | 5 | 7 | -1 | 2 | 0.7
Cc1ccc(OCC(=O)Nc2nnc(C3CCCO3)s2)c(Br)c1 (stereo unspecified) | -1 | 0.97 | -9 | 0.86 | 0 | 14 | -3 | 2 | -1.4
N#CC1=C2SCN(c3ccccc3)CN2C(=O)CC1c1c(Cl)cccc1Cl (stereo unspecified) | -8 | 0.96 | 59* | 0.81 | -1 | 20 | -8 | 4 | -0.6
Cc1ccccc1OCCNc1cc(N2CCN(CCO)CC2)ccc1[N+](=O)[O-] | -13 | 0.97 | -8 | 0.71 | -7 | 29 | -1 | 3 | 6.9
Cc1nc(-n2nnc3cc(C)c(C)cc32)c2c3c(sc2n1)CCCC3 | 0 | 1 | -4 | 1.1 | -2 | -6 | -2 | -1 | 0.7
COc1cccc2c1C(CO)N1C(C#N)C3CC(C(=O)O)C(C1C2)N3C (stereo unspecified) | -5 | 1 | -9 | 1.1 | -5 | -6 | -4 | -2 | -0.1
COc1ccc(N2CCN(C(=O)CSc3nnc(NC(=O)C4CC4)s3)CC2)cc1 | 1 | 1 | -3 | 0.88 | 0 | 12 | 4 | -4 | 0.4
Cc1cccc(-n2nnnc2SCC(=O)Nc2cccc(S(N)(=O)=O)c2)c1 | 3 | 0.97 | -4 | 1.1 | -3 | -11 | 3 | 3 | 1.9
CC(C)(C)C(=O)Nc1cccc(C(=O)Nc2cc(C(=O)O)cc(C(=O)O)c2)c1 | -5 | 1 | -7 | 0.81 | 0 | 19 | 0 | -1 | 4.2
CCOc1cc(CNCc2cccs2)cc(Br)c1OCC | 1 | 1 | -4 | 1.3 | -1 | -27 | -3 | -2 | 14
O=C(Nc1cccc(-c2nnc(-c3ccccc3)o2)c1)c1ccc(Br)o1 | 2 | 0.95 | -6 | 0.76 | -2 | 24 | -5 | 5 | 13
N#C/C(=C(/O)COC(=O)c1ccc(Cl)c(S(=O)(=O)N2CCOCC2)c1)c1nc2ccccc2[nH]1 | 7 | 0.86 | 2 | 0.98 | -2 | 2 | 4 | 14 | 1.1
CC1(C)CC(=O)C2=C(C1)N(c1ccccc1)C(=O)CC2c1ccsc1 (stereo unspecified) | -1 | 0.8 | -8 | 0.9 | 0 | 10 | -4 | 20 | -0.5

Entries of single compounds, quoted from the list.
CCOc1cc(CNCc2cccs2)cc(Br)c1OCC is listed with GRIN3A LBD mod: 1; mIAP activ: 1; APOBEC3G inh: -4; hIAP act: 1.3; MIN6 prolif: -1; hIAP inh: -27; APOBEC3A inh: -3; mIAP block: -2; MPTP block: 14
N#C/C(=C(/O)COC(=O)c1ccc(Cl)c(S(=O)(=O)N2CCOCC2)c1)c1nc2ccccc2[nH]1 is listed with GRIN3A LBD mod: 7; mIAP activ: 0.86; APOBEC3G inh: 2; hIAP act: 0.98; MIN6 prolif: -2; hIAP inh: 2; APOBEC3A inh: 4; mIAP block: 14; MPTP block: 1.1

Going on with the list.
SMILES | GRIN3A LBD mod | mIAP activ | APOBEC3G inh | hIAP act | MIN6 prolif | hIAP inh | APOBEC3A inh | mIAP block | MPTP block
CCOc1ccc(C(=O)C2CCN(CC(=O)Nc3ccccc3N3CCOCC3)CC2)cc1 | 1 | 0.93 | 2 | 0.84 | -5 | 16 | 3 | 7 | -1.5
O=C(c1cccc(F)c1F)N1CCCc2ccccc21 | -1 | 1.1 | -5 | 1.2 | 1 | -20 | -5 | -8 | 0.6
Cn1c(=O)c2ncn(CC(=O)NCCC3=CCCCC3)c2n(C)c1=O | 2 | 0.95 | -4 | 0.85 | -1 | 15 | -2 | 5 | 0.7
CCN1CCN(C(=O)CCc2nnc(CCc3ccc(OC)cc3)o2)[C@@H](C)C1=O | 4 | 0.95 | -4 | 1.3 | -2 | -29 | 1 | 5 | -0.6
COc1ccc(Oc2c(C=O)c3ccccc3n2C)cc1 | 1 | 0.91 | -5 | 1 | 3 | -2 | -3 | 9 | -0.3
Cc1cc(Cl)ccc1NC(=O)COC(=O)c1c(C)noc1C | -1 | 0.85 | 1 | 1 | 2 | 0 | 0 | 15 | -1.6
CN1CCN(S(=O)(=O)c2cccc(C(=O)N3CCN(c4ccccc4)CC3)c2)CC1 | 0 | 1 | -6 | 0.95 | -3 | 5 | -1 | 0 | -0.1
COc1ccc(N2CCN(C(=O)COC(=O)c3cc(S(=O)(=O)N(C)C)ccc3N3CCCC3)CC2)cc1 | 1 | 1.1 | 10 | 1 | -3 | -2 | 1 | -9 | 1.0
CCOC(=O)c1ccc(NC(=S)N2CCC(C(N)=O)CC2)cc1 | -7 | 0.91 | -8 | 1.1 | 0 | -6 | -1 | 9 | 0.7
O=C(NCc1ccccc1Cl)c1cnccn1 | -4 | 0.98 | -4 | 0.94 | 2 | 6 | 1 | 2 | -0.1

Look-ups from the list.
CCN1CCN(C(=O)CCc2nnc(CCc3ccc(OC)cc3)o2)[C@@H](C)C1=O in hIAP act has 1.3
Cc1cc(Cl)ccc1NC(=O)COC(=O)c1c(C)noc1C in APOBEC3G inh has 1
CN1CCN(S(=O)(=O)c2cccc(C(=O)N3CCN(c4ccccc4)CC3)c2)CC1 in hIAP act has 0.95
O=C(c1cccc(F)c1F)N1CCCc2ccccc21 in mIAP block has -8

The list continues:
SMILES | GRIN3A LBD mod | mIAP activ | APOBEC3G inh | hIAP act | MIN6 prolif | hIAP inh | APOBEC3A inh | mIAP block | MPTP block
COC(=O)c1cn(NC(=O)Cc2c(F)cccc2Cl)c(=O)c2ccccc12 | 0 | 0.99 | -11 | 1 | -2 | -4 | 3 | 1 | 0.9
O=C(NC(=S)Nc1ccc2[nH]c(=O)[nH]c2c1)c1cccc(F)c1 | 0 | 0.87 | -11 | 0.86 | 0 | 14 | -5 | 13 | -0.8
O=C1CCN(Cc2cccnc2)CCN1[C@H](CO)Cc1ccccc1 | 3 | 0.99 | -4 | 1.1 | -2 | -14 | -2 | 0 | 3.2
Cc1ccc(S(=O)(=O)N2CCN(C(=O)Cn3cnc4c3c(=O)n(C)c(=O)n4C)CC2)cc1C | 0 | 0.99 | -6 | 1 | 1 | -2 | 2 | 1 | -1.4
O=C(CSCc1cccc(CSCC(=O)Nc2ccccc2)n1)Nc1ccccc1 | 2 | 1 | -5 | 1.1 | -2 | -12 | -2 | 0 | -0.3

Some entries already given with just MPTP block and APOBEC3G inh.
SMILES,MPTP block,APOBEC3G inh
O=C(NC(=S)Nc1ccc2[nH]c(=O)[nH]c2c1)c1cccc(F)c1,-0.8,-11
O=C1CCN(Cc2cccnc2)CCN1[C@H](CO)Cc1ccccc1,3.2,-4
Cc1ccc(S(=O)(=O)N2CCN(C(=O)Cn3cnc4c3c(=O)n(C)c(=O)n4C)CC2)cc1C,-1.4,-6
O=C(CSCc1cccc(CSCC(=O)Nc2ccccc2)n1)Nc1ccccc1,-0.3,-5

No enrichment for hits; 5% or so of the library scored in one or more.
